Eya2 phos inh = inhibitors of human Eya2 phosphatase activity | 330,000 tested, 0.006% active | O00167 | Potency, µM (highest dose often 76.9 µM), for the others: at the top dose activity, negative = inhibition, actives largely listed as inhibitors | recombinant Eya2, OMFP fluorescence dephosphorylation (OMFP is methylfluorescein phosphate); also: potency is read from the fitted curve at half-maximal effect; % is scaled to controls: 0 for no effect and ±100 for the full control effect
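Eya2 (0.2 uM) preincubated 10 min at ambient with compound, then OMFP substrate added at 50 uM; 10 min reaction in 50 mM HEPES pH 7.5, 50 mM NaCl, 5 uM MgCl2, 0.05% BSA, 1 mM DTT. Fluorescence read at Ex 485/Em 525 nm.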
GALK inh = inhibitors of human galactokinase; Potency, µM (top dose mostly 57.5 µM), without a hit: at the highest dose activity change, negative = inhibition, most hits filed as inhibitors; 270,000 tested, 0.007% active; Purified GALK, Kinase-Glo residual ATP luminescence; also: potency is read from the fitted curve at half-maximal effect; % is scaled to controls: 0 for no effect and ±100 for the full control effect
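Quantitative HTS: GALK 5 nM, ATP 35 uM, galactose 100 uM, 1 h room temperature, then luciferase-based ATP detection.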
Mito fusion yeast = blocks mitochondrial division or promotes mitochondrial fusion; 320,000 tested, 0.23% active; Potency, µM (series often up to 46.1 µM), for the others: at the highest dose growth rescue (activation), usual class: activators; S. cerevisiae fusion-defective mutant growth rescue, CellTiterGlo 48 h;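 also: potency is read from the fitted curve at half-maximal effect; % of control where 0% means no effect; nearly all actives have a fitted effect of over 45% in size; temperature-sensitive fusion mutants such as fzo1-1 at 37 °C on non-fermentable ethanol glycerol medium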
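S. cerevisiae fusion-defective temperature-sensitive mutants (e.g. fzo1-1, mgm1-5) grown 48 h at 37C in YPEG (ethanol/glycerol non-fermentable) medium with 23 nl compound per well; growth rescue read as CellTiterGlo luminescence.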
USP2a inh = blocks human ubiquitin-specific protease USP2a; 330,000 tested, 0.01% active; USP2 core, Ub-CHOP2 coupled fluorogenic reporter, 485/531; Potency, µM (titrated, usually from 38.3 µM), without a hit: top-dose activity change, negative = inhibition, actives largely listed as inhibitors;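 also: potency is read from the fitted curve at half-maximal effect; plate controls were DMSO wells for no effect and full inhibition by NEM control for full effect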
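Deubiquitinase activity read as fluorescence (485/531 nm) after Ub-CHOP2 cleavage activates the enterokinase reporter on its substrate; USP2 core 10nM, Ub-CHOP2 and substrate 25nM each, 30min compound preincubation then 60min RT; data normalized to NEM, curves fitted.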
PKM2 act = PKM2 (human) enzyme activation; 260,000 tested, 0.34% active; purified PKM2, Kinase-Glo ATP luminescence, activation; response scale: 0% is enzyme alone, no compound; Potency, µM (series often up to 57.5 µM), for inactives: at the highest dose activation, hits mostly activators; AID 1631; also: potency is read from the fitted curve at half-maximal effect; % is scaled to controls: 0 for no effect and ±100 for the full control effect; nearly all actives have a fitted effect of over 55% in size
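Kinase-Glo luminescence reports ATP generated from ADP (0.1 mM) and PEP (0.5 mM) by purified hPK-M2 after 1 h at room temperature, pH 7.2 imidazole buffer; intermediate enzyme activity allows detecting inhibitors and activators.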
TSHR antag = human thyrotropin receptor antagonism; TSHR-expressing cells, TSH-stimulated cAMP HTRF, 2 h; stronger effect = lower value; P16473; activity change, negative = inhibition, % at 11.5 µM; 330,000 tested, 0.2% active;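 active = activity change below a set negative limit, meaning inhibition stronger than a set level, cut at about -70% in these data; inconclusive = activity change between two set negative limits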; also: % is scaled to controls: 0 for no effect and ±100 for the full control effect
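Read-out is FRET at 665 nm (cryptate excitation 337 nm) from a cryptate-tagged anti-cAMP antibody, competed by cell cAMP against cAMP-d2. Compounds are tested on freshly harvested TSHR cells challenged with 4nM TSH (EC80) for 2 hours at 37 deg C.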
MBNL1 CUG block = blocks human MBNL1 binding to CUG repeat RNA; Q9NR56; TR-FRET MBNL1-His/biotin-(CUG)12 binding, 665/545 ratio; Potency, µM (series often up to 57.5 µM), inactives show top-dose activity change, negative = inhibition, hits mostly inhibitors; 280,000 tested, 0.036% active; AID 2675; active = well fitted inhibition curve with a large enough effect in the signal ratio, with a control signal flat, not every such curve was filed as active; inconclusive = small, poorly fitted or top-dose-only effect, or effect the other way, or a change in a side signal; inactive = no such curve, though single readings can be large or run the other way; the % refers to the signal ratio; also: potency is read from the fitted curve at half-maximal effect; % is scaled to controls: 0 for no effect and ±100 for the full control effect
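Inhibition of protein-RNA binding appears as loss of TR-FRET between terbium anti-His antibody on MBNL1-His and streptavidin-XL665 on biotin-(CUG)12. Activity is normalized to buffer-only and uninhibited-complex controls.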
S-ASM inh = inhibitors of human secretory acid sphingomyelinase. Potency, µM (titrated, usually from 57.5 µM), for inactives: at the highest dose activity change, negative = inhibition, hits mostly inhibitors. 340,000 tested, 0.006% active. placental ASM, HMU-PC fluorogenic substrate, 60 min. AID 504937; also: potency is read from the fitted curve at half-maximal effect
Target sequence (P17405 47-631 limits assumed): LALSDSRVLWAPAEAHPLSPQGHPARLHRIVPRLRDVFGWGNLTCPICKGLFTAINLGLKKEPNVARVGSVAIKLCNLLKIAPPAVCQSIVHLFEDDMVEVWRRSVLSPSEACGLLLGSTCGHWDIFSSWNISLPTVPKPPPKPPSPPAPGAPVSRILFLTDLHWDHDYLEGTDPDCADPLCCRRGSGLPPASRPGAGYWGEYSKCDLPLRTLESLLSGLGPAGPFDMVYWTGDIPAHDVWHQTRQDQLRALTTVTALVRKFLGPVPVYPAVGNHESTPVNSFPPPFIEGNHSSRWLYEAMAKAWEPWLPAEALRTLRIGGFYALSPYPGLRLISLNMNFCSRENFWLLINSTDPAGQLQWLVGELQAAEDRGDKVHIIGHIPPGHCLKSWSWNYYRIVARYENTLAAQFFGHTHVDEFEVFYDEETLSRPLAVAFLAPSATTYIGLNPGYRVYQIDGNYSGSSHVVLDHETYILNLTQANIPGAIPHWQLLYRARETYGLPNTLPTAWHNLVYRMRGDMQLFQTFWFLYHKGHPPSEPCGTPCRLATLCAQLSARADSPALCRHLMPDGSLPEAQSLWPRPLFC
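Human placenta-derived ASM preincubated with compound 10 min at room temperature, then reacted with 9 uM (final) fluorogenic HMU-PC substrate for 60 min at 37 C. Stop solution raises pH to 10; fluorescence read at Ex 386/Em 447 nm.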
hERG WT inh = KCNH2 (human, wildtype) channel inhibition; Q12809; U2OS, BacMam KCNH2, thallium flux FluxOr; stronger effect = lower value; activity change, % at 1.84 µM; 340,000 tested, 0.37% active; AID 720551;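 active = maximum activity change below -70%; inconclusive = maximum activity change between -70% and -50%; inactive = maximum activity change above -50%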; also: % is scaled to controls: 0 for no effect and ±100 for the full control effect
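U2OS cells were transduced with wild-type KCNH2 virus (2.03 x 10^8 / mL) for 4 h at room temperature, then cultured overnight at 37 C. Thallium flux was read with FluxOr dye. Rate constants were normalized to DMSO controls.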
Menin MLL FP TR = displaces Texas Red mutant MLL peptide from human menin | Potency, µM (top dose mostly 61.6 µM), for inactives: at the highest dose FP activity change, negative = inhibition, hits mostly inhibitors | Menin + Texas Red MLL mutant peptide, fluorescence polarization | 270,000 tested, 0.23% active | AID 1768 | O00255; active = well fitted inhibition curve with a large enough effect in the polarisation, with a control signal flat, not every such curve was filed as active; inconclusive = small, poorly fitted or top-dose-only effect, or effect the other way, or a change in a side signal; inactive = no such curve, though single readings can be large or run the other way; the % refers to the polarisation; also: potency is read from the fitted curve at half-maximal effect; % of control where 0% means no effect; many of its hits are not listed in these tables
Target sequence (O00255 whole entry, looked up): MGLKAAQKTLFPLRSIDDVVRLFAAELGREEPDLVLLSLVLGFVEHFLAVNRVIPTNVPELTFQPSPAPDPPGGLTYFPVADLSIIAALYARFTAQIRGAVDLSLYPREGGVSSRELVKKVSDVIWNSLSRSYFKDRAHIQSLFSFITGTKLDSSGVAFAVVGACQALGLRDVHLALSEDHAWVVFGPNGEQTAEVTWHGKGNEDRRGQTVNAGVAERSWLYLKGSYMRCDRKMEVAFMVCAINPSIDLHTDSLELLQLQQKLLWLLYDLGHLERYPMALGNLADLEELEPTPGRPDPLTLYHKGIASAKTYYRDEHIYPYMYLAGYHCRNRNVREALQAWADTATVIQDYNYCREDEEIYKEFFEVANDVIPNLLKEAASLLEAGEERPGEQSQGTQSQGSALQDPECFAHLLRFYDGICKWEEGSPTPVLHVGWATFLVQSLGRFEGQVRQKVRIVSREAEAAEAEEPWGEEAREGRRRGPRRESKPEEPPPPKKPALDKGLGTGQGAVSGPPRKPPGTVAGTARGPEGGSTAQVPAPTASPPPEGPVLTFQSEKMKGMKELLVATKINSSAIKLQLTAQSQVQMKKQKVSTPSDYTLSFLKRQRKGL
Chronic BCR inh = blocks chronic active B-cell receptor signaling; ABC-DLBCL IkBa-CBG/CBR reporter, luminescence ratio, 4 h; Potency, µM (titrated, usually from 46.1 µM), for inactives: top-dose ratio change, negative = lower green/red ratio, most hits filed as inhibitors; 340,000 tested, 0.05% active; active = well fitted inhibition curve with a large enough effect in the signal ratio, with a control signal flat, not every such curve was filed as active; inconclusive = small, poorly fitted or top-dose-only effect, or effect the other way, or a change in a side signal; the % refers to the signal ratio;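 also: potency is read from the fitted curve at half-maximal effect; plate controls were basal doxycycline-induced cells for no effect and cells given 10 µM MG132 for full effect; MG132 reads +100%, hits lower the ratio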
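Doxycycline induced both beetle luciferases in TMD8 lymphoma cells; IKK-driven degradation limits the IkappaBalpha-fused green signal, while red luminescence normalises for cell number and nonspecific effects. Compounds tested up to 46 uM, 4 hrs.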
The depositor's hits bear a star; i = inactive; ? = inconclusive; / = no result given; [ ] = another dose, or the depositor's remark. Unless noted, calls follow the shape of the dose curve; as a rule, active = well fitted curve in the direction sought with a large enough effect; inconclusive = small, poorly fitted or top-dose-only effect, or another doubt; inactive = no such curve, though single readings can be large; an effect the other way counts as inactive or inconclusive. A portion of the library; count on the stated rates, not on these rows.

SMILES | Eya2 phos inh | GALK inh | Mito fusion yeast | USP2a inh | PKM2 act | TSHR antag | MBNL1 CUG block | S-ASM inh | hERG WT inh | Menin MLL FP TR | Chronic BCR inh
CCOc1ccc2[nH]cc(-c3csc(N)n3)c2c1 | -3% | 3% | -10% | 5% | / | 0 | 5% | 0% | -1 | ? | 5%
C=CCNC(=O)c1ccccc1NC(=O)c1ccc(Cl)c(S(=O)(=O)Nc2ccccc2)c1 | -5% | -4% | 9% | 3% | -2% | -20 | 3% | -11% | -3 | ? | -2%
Cc1ccnc2nc(C(=O)N3CCN(S(=O)(=O)c4ccccc4)CC3)nn12 | 8%[15.4 µM] | 1% | 3% | 1% | 20% | 4 | 1% | 2% | 6 | -5% | ?
COc1ccccc1CNC(=O)C(NC(=O)c1ccccc1)C(C)C (configuration not stated) | 14% | 14% | 13% | 0% | -4% | 2 | 1% | 5% | -26 | 1% | -7%
Cc1c(C(=O)OCC(=O)NCc2ccccc2)oc2ccccc12 | -30% | / | 11% | 2% | / | 0 | / | -4% | -11 | / | -2%
CC1CCC2C(=O)N(c3ccc(Cc4ccncc4)cc3)C(=O)C2C1 (configuration not stated) | 4% | -1% | 0% | 2% | -27% | -20 | 14% | 1% | -4 | -6% | 3%
CSc1nnc2ccc(-c3ccccn3)nn12 | -10% | -2% | -9% | 5% | 8% | 2 | ? | 0% | -9 | 0% | ?
CC(Cc1nnc(SCC(=O)O)n1N)c1ccccc1 (configuration not stated) | 2% | 2% | 2% | ? | / | 13 | -19% | -1% | 2 | 2% | 7%
Cc1nc2cc(-c3cccs3)nn2c(NCC(C)(C)CN(C)C)c1C | 5% | 12% | 1% | 0% | -5% | 0 | -17% | -1% | 0 | ? | 14%
Nc1cc(OC(=O)c2cccs2)nn1S(=O)(=O)c1ccc(F)cc1 | -31% | -1% | -3% | 1% | 2% | 5 | -4% | -4% | 5 | 1% | -18%
O=C(CN1CCOCC1)Nc1cc(C(F)(F)F)ccc1Cl | 16% | 2% | ? | -1% | 0% | -1 | / | 1% | -39 | -13% | 1%
CCN=C1S/C(=C\c2cn(CC(=O)NCCOC)c3ccccc23)C(=O)N1CC | 3% | 1% | 4% | -1% | 1% | -10 | 14% | 21% | 0 | 9% | -4%
O=C(Nc1nc2c(F)cc(F)cc2s1)c1ccc2c(c1)OCCO2 | 1% | / | 16% | 3% | / | -13 | / | / | / | / | ?
COc1ccc(Cl)cc1N1C(=O)C2CCCN2C1c1ccc(F)cc1 (configuration not stated) | 11% | 1% | -7% | -1% | 5% | 12 | 1% | 3% | -11 | -6% | ?
COC(=O)c1cc(S(=O)(=O)Nc2ccsc2C(=O)OC)oc1C | -1% | / | 1% | -4% | -1% | -1 | 4% | 0% | 1 | / | 6%
O=[N+]([O-])c1ccc(O)c(N=Cc2sc3ccccc3c2O)c1 | 0% | / | 11% | 2% | 8% | -8 | ? | 98%[activator] | -5 | 41%[activator] | ?
CC(=O)CC(=O)Nc1ccn(-c2ccccc2)n1 | -12% | 1% | -7% | 0% | 0% | 2 | -10% | 0% | -3 | -9% | ?
CCC1CCCCN1S(=O)(=O)c1ccc2[nH]c(=O)ccc2c1 (configuration not stated) | -2% | / | -1% | 1% | ? | 6 | -6% | -1% | 11 | -5% | 3%
CC(=O)N1CCc2cc(S(=O)(=O)NCC(=O)NCc3ccc(Cl)cc3)ccc21 | -12% | 1% | 1% | 3% | / | 0 | -3% | 4% | -7 | 14% | -1%
CCCC(c1nnnn1Cc1cccs1)N1CCN(C2CCCC2)CC1 (configuration not stated) | -8% | 0% | -2% | -6% | 0% | 9 | -12% | 1% | 12 | / | -1%
CNC(=S)NNC(=O)c1cn(C)nc1C | 6% | 4% | -7% | 0% | 4% | -4 | -5% | 6% | i | 18% | ?
COC(=O)c1cc(C#N)c(OC)nc1C | -3% | -6% | 2% | 4% | -1% | -1 | / | 6% | -17 | -9% | -5%
CCOC(=O)C1CCN(CCC(=O)Nc2cccc(C)c2)CC1 | -26% | 4% | 17% | 0% | 1% | 7 | -33% | 1% | 50 | -2% | 6%
Cc1ccc(CCNC(=O)c2nnn(-c3cccc(C)c3)c2N)cc1 | -26% | -1% | 14% | 2% | 6% | -19 | -9% | -1% | -7 | -9% | ?
NC(=O)COC(=O)c1cc([N+](=O)[O-])ccc1NCCO | 5% | -1% | 0% | 2% | 7% | 3 | / | -4% | 15 | / | 2%
(cont.)
SMILES | Eya2 phos inh | GALK inh | Mito fusion yeast | USP2a inh | PKM2 act | TSHR antag | MBNL1 CUG block | S-ASM inh | hERG WT inh | Menin MLL FP TR | Chronic BCR inh
COc1ccc(/C=C/C(=O)NC2CCCCCC2)cc1S(=O)(=O)N1CCOCC1 | -7% | 1% | -6% | 1% | -2% | 13 | / | 6% | -2 | 3% | 4%
CCOc1ccc(NC(=O)CN(C)C(=O)Cc2n[nH]c(=O)c3ccccc23)cc1OCC | -4% | / | 3% | -1% | / | -2 | / | -2% | -3 | / | -8%
COc1ccc(-n2nc(C(=O)N3CCCCC3)c(C)c(C#N)c2=O)cc1 | 9% | -8% | -3% | 0% | / | -5 | ? | 0% | -2 | -17% | -6%
NC(=S)N/N=C/c1ccc(-n2nncc2-c2ccc(Cl)cc2)cc1 | 0% | -3% | 22µM* | 0% | / | / | ? | -4% | 14 | / | ?
O=C1CC(c2ccco2)CC(O)=C1C=NCCN1CCNCC1 (configuration not stated) | 3% | -1% | -3% | 1% | -7% | 3 | 2% | 0% | 6 | 10% | ?
COc1ccc(Cn2c(=S)[nH]c3ccsc3c2=O)cc1 | 1% | 1% | 6% | -1% | 0% | 1 | 46%[activator] | 8% | -2 | 4% | -5%
Cc1cc(C)nc(N(C#N)CN2C(=O)c3ccccc3C2=O)n1 | 11% | 1% | 0% | 4% | -16% | 24 | ? | 6% | 9 | -6% | 8%
COc1ccc(OCC(=O)N/N=C\c2ccco2)cc1 | -6% | 0% | -5% | 0% | -7% | -1 | ? | -5% | 15 | 17% | 16%
Clc1ccc(CCNc2nc3ccccc3s2)cc1 | -8% | 3% | -9% | -1% | 1% | 31 | -6% | -10% | 3 | 27% | ?
O=C(CNC(=O)c1ccc(Cl)cc1)N/N=C/C=C/c1ccccc1 | -14% | -1% | 0% | 2% | 2% | -10 | 2% | -1% | i | 12% | -4%
COc1ccccc1C(=O)Nc1ccc(OCC(=O)N2CCCCC2)cc1 | 16% | / | 4% | 1% | / | 33 | / | -1% | -13 | / | 0%
Oc1ccc(CNc2cccc(F)c2F)c2cccnc12 | -13% | / | 1% | 1% | / | -10 | / | / | / | / | ?
COc1ccc(CN2CCNC(=O)C2CC(=O)NC2CCC2)c(OC)c1 (configuration not stated) | 1% | -2% | 0% | 3% | / | -15 | 5% | 5% | -5 | / | -1%
COc1ccc(-c2onc3ccc(C(C)=O)cc23)cc1 | 1% | 6% | 7% | 25% | / | -8 | 35%[activator] | / | -5 | ? | 0%
Cc1cccc(Nc2nccc(N(C)C)c2C#N)c1 | 16% | 11% | 6% | 1% | -5% | 7 | 5% | 0% | -7 | 8% | 1%
CCOc1ccc(CCNC(=O)CCc2nc(-c3ccc(OC)cc3)no2)cc1OCC | -16% | 0% | 2% | 2% | -18% | -7 | 0% | 7% | -4 | 7% | ?
Cc1cccc(-n2ncc3c(N)ncnc32)c1 | -3% | 2% | 2% | -1% | -12% | 16 | -5% | -2% | -8 | 4% | ?
O=C(c1sc2ccccc2c1Cl)N(Cc1ccccc1Cl)C1CCS(=O)(=O)C1 (configuration not stated) | 1% | -2% | 5% | -9% | 1% | 1 | 6% | -3% | -6 | ? | 8%
CC(=O)Nc1ccc(S(=O)(=O)Nc2ccc(N3CCCCC3)cc2)cc1 | 5% | / | / | -2% | / | 2 | / | 1% | -10 | / | 0%
COc1ccc(-c2cc(C(=O)OCC(=O)N3CCOCC3)c3ccccc3n2)cc1 | -10% | / | / | -13% | / | 18 | / | 360%[activator] | 0 | / | ?
Cc1ccccc1S(=O)(=O)Cc1ccc(C(=O)NCCc2ccccc2)o1 | 2% | 3% | 20% | 1% | / | -17 | 3% | 1% | -4 | 10% | 0%
O=C1C(Cl)=C(Nc2ccccc2O)C(=O)N1c1ccccc1 | -11% | 1% | -4% | -1% | 21% | -4 | ? | -1% | -9 | ? | ?
Cc1ccccc1C(=O)NC(C)c1ccc2c(c1)CCCC2 (configuration not stated) | 6% | -2% | 7% | 0% | -2% | 18 | 6% | 0% | -15 | / | 11%

Screens deposited in PubChem BioAssay by National Center for Advancing Translational Sciences (NCATS).
